High-throughput results deposited in PubChem BioAssay by The Scripps Research Institute Molecular Screening Center.
MITF primary: human MITF inhibition, primary screen. actives 0.91% (n = 650,000). inhibition, % at 2.6 µM. O75030. AlphaScreen MITF homodimerization, bead proximity signal; in the data active = inhibition above about 50%;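 also: 0% = vehicle wells with protein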
GPR151 ag: human GPR151 activation | PathHunter beta-arrestin GPR151 cells, luminescence | activation, % at 11.2 µM | actives 1% (n = 650,000); in the data active = activation above about 4.9%;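 also: 0% = median of compound wells and 100% = cells with positive control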
Target sequence (Q8TDV0 whole entry, looked up): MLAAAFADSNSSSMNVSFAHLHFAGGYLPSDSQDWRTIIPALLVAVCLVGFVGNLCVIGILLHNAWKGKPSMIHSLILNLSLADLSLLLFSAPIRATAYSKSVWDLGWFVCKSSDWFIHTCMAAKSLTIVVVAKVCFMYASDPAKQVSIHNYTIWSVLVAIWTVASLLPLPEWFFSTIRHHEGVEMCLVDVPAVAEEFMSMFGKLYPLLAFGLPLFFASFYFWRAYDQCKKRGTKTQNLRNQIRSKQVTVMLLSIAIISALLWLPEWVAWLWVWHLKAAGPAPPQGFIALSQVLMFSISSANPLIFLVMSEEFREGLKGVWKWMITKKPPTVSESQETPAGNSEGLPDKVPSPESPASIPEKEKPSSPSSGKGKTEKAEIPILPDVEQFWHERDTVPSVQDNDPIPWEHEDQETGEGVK
FBW7 activator: human FBW7 E3 ligase activation, primary screen; AID 1259310; AlphaScreen FBW7–phospho-cyclin E peptide binding, activator screen; actives 0.13% (n = 650,000); Q969H0; normalized activity (activation), % at 26.1 µM; in the data active = normalized activity above about 1.9%;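 also: purified mutant Fbw7 with reduced substrate affinity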
Target sequence (Q969H0 whole entry, looked up): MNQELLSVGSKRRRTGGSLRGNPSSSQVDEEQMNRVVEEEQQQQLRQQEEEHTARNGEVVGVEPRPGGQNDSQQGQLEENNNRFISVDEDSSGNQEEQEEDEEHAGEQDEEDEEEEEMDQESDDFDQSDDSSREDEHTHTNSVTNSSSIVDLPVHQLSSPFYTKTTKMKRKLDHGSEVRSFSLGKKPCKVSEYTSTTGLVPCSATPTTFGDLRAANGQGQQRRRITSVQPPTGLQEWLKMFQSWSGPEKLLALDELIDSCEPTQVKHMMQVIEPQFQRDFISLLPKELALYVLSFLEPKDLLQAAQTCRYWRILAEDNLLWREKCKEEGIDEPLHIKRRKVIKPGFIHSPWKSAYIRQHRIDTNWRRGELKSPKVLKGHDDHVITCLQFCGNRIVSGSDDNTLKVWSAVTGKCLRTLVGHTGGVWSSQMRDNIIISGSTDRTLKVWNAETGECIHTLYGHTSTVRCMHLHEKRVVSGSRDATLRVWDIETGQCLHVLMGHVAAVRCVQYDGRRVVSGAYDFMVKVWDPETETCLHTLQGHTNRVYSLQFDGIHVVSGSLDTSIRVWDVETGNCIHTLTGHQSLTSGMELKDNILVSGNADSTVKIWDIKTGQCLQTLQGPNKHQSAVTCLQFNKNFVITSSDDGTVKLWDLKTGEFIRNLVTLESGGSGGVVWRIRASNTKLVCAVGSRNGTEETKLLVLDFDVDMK
TEAD-YAP block: TEAD-YAP interaction inhibition. HEK-TIYL cells, TEAD-Gal4/YAP UAS-luciferase luminescence. actives 1.4% (n = 640,000). AID 1259422. inhibition, % at 9.12 µM; in the data active = inhibition above about 32%;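 also: 0% = median of test compound wells and 100% = reference inhibitor wells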
* marks the source's active call; other numbers are inactive results. An unsorted share of the library; 3.4% or so of the library scored in one or more.

SMILES | MITF primary | GPR151 ag | FBW7 activator | TEAD-YAP block
COc1ccc(CN(C(=O)c2oc3ccc(F)cc3c2C)C2CCS(=O)(=O)C2)cc1 (stereo unspecified) | 12 | 2.4 | 0.0 | -7
NC(=O)c1ccc(NC(=S)Nc2ccc(F)cc2)cc1 | 9 | 3.0 | -0.1 | 10
COc1cccc(CNC(=O)C2CCN(C(=O)N3CCOc4ccccc43)CC2)c1 | -5 | -1.5 | 0.0 | -2
COc1ccc(-c2noc(CN(C)Cc3cc4ccccc4s3)n2)c(OC)c1OC | -6 | -2.1 | -0.1 | 1
COc1ccc(-c2nc3ccc(C(=O)NCc4cccc(C(F)(F)F)c4)cc3s2)cn1 | 5 | 0.9 | 0.0 | -26
COC(=O)Cc1c(C)c2ccc(OCC(=O)Nc3ccc(F)cc3)cc2oc1=O | -5 | -0.8 | -0.2 | -7
CCc1c(C)sc(NC(=O)c2ccco2)c1C(=O)N1CCCCC1 | -3 | 0.4 | 0.0 | 2
CN1CCC(N(C)C(=O)NC2CC(=O)N(c3ccc4c(c3)OCCO4)C2)CC1 (stereo unspecified) | 0 | -0.3 | 0.0 | 0
CN(C)c1ccc(/C=N\NC(=O)CN2CCN(Cc3ccccc3)CC2)cc1 | -4 | 0.6 | 0.2 | 5
COc1cccc(OCc2nc(N(C)CCc3ccncc3)c3cc(-c4cn[nH]c4)ccc3n2)c1 | 8 | -1.6 | -0.3 | 2
COc1ccc(-c2cc(-c3ccc(F)cc3)nc3sc(C(N)=O)c(N)c23)cc1OC | -5 | 0.0 | 0.2 | -2
Cc1ccc2c(c1)N(CCCC(=O)NCCCN1CCOCC1)C(=O)CO2 | 8 | 1.6 | 0.3 | 3
C=C(C)Cn1c(C2CC(=O)N(Cc3ccccc3)C2)nc2ccccc21 (stereo unspecified) | 19 | -1.1 | 0.0 | 3
CC1(C)Cc2c(sc(NC(=O)CCN3CCOCC3)c2C#N)CO1 | -1 | -0.1 | 0.0 | -5
COc1cccc(-n2c(O)c(C=Nc3ccccc3OC)c3ccccc3c2=O)c1 | 13 | 1.4 | 0.0 | 4
Nc1cc(C(F)(F)F)ccc1Sc1nc2ccccc2s1 | 15 | 0.3 | 0.3 | 13
O=S(=O)(c1ccccc1)c1nc(-c2cccs2)oc1N1CCOCC1 | 5 | 0.0 | -0.1 | -7
N#Cc1ccccc1NC(=O)c1c(O)c2c([nH]c1=O)CCCC2 | -5 | 0.8 | -0.1 | -1
O=C(CSc1nc2c(c(=O)n1Cc1ccccc1)SCC2)NCCc1ccccc1 | 9 | 1.2 | 0.2 | 0
CCCn1c(NCc2ccc(C)o2)nc2ccccc21 | 2 | 0.1 | 0.0 | -21
O=C(c1ccccc1)c1ccc(CN2C(=O)c3ccccc3C2=O)o1 | 11 | 0.4 | 0.0 | -2
CCOC(=O)c1ccc(NC(=O)CN(c2cc(Cl)ccc2Cl)S(C)(=O)=O)cc1 | 11 | 0.2 | 0.1 | 17
CCCn1cc(S(=O)(=O)CC(=O)N2CCc3ccccc32)c2ccccc21 | 14 | -0.1 | 0.1 | 0
COc1cc(/C=C2/SC(N3CCN(c4ccccc4[N+](=O)[O-])CC3)=NC2=O)ccc1O | 5 | 1.3 | -0.3 | 9
COc1ccc(OC)c(NC(=O)CSc2nnc(-c3ccc(N)cc3)n2C)c1 | -13 | 1.2 | -0.2 | -1

The list goes on:
SMILES | MITF primary | GPR151 ag | FBW7 activator | TEAD-YAP block
COc1ccc2c(c1)CC(c1nc(Nc3ccc(-c4cn[nH]c4)cc3)c3cc(OC)ccc3n1)CO2 (stereo unspecified) | 7 | 0.2 | 0.0 | -4
CCCNc1cc(C)nc(Nc2ccc3ncccc3c2)n1 | -8 | 0.2 | 0.1 | -17
N#Cc1ccc(NC(=O)COC(=O)c2ccccn2)cc1 | 9 | 0.9 | -1.0 | 4
CCCCCCN1C(=O)C(O)=C(C(C)=O)C1c1ccc(Cl)cc1 (stereo unspecified) | 5 | -0.3 | 0.1 | -5
CCCn1c(NCCc2ccccc2)nc2c1c(=O)n(C)c(=O)n2C | -7 | 0.5 | -0.1 | 12
O=C(Nc1cccc(Cl)c1)c1ccc([N+](=O)[O-])o1 | 11 | 0.2 | 0.0 | 12
CC1CCN(C(=O)CN2C(=O)c3cccc4cccc2c34)CC1 | 5 | -0.4 | 0.2 | 6
Cc1ccc(-c2nnn(CC(=O)NCC3COCCO3)n2)o1 (stereo unspecified) | 9 | -0.3 | 0.0 | 2
Cc1cc(C)c(S(=O)(=O)NCCCN(C)C)c(C)c1 | 22 | 1.7 | 0.4 | 0
CC(=O)N/C(N)=N/c1nc2ccccc2o1 | -4 | -1.5 | -0.1 | -64
Cc1cccc(C(=O)NC(=S)N2CCN(c3ccc([N+](=O)[O-])cc3)CC2)c1 | -1 | 1.0 | -0.1 | -1
CN(C)S(=O)(=O)c1ccc(C(=O)OCC(=O)C23CC4CC(CC(C4)C2)C3)cc1 | 1 | 1.7 | -0.2 | 6
Nc1nc(SCc2ccc(F)cc2)ns1 | 10 | 0.2 | 0.1 | -17
NNC(=O)Nc1ccc(Cc2ccc(NC(=O)NN)cc2)cc1 | 8 | -0.5 | 0.7 | 9
CCOC(=O)C1=C(c2ccccc2)N=c2s/c(=C\c3ccc(OC)c(OC)c3)c(=O)n2C1c1cccc(OC)c1OC (stereo unspecified) | 3 | -0.5 | 0.1 | -4
Clc1cccc(C2N(c3ccccc3)CCN2c2ccccc2)c1Cl | -2 | 0.7 | 0.0 | -8
c1ccc(-n2cnc3c(NCc4nc5ccccc5[nH]4)nc(N4CCOCC4)nc32)cc1 | 10 | -0.1 | 0.0 | 82*
CCc1ccc(/C=N\NC(=O)CCn2cnc3ccccc32)cc1 | 3 | 0.9 | -0.1 | 29
CCOC(=O)c1sc2nc(SCc3ccccc3C)n(Cc3ccc4c(c3)OCO4)c(=O)c2c1C | 3 | -1.0 | -0.1 | -8
O=C(CN1CCCCCC1)Nc1cccc(NC(=O)CN2CCCCCC2)c1 | 0 | 0.5 | -0.2 | -2
COc1ccc(NC(=O)c2ccc(C)cc2C)cc1OC | -7 | -2.0 | 0.1 | -32
O=C(COC(=O)CCNS(=O)(=O)c1cccc(C(F)(F)F)c1)Nc1cccc(F)c1 | 9 | 3.8 | 0.4 | 3
COc1ccc([N+](=O)[O-])cc1NC(=O)c1ccc(C)c(Cl)c1 | -9 | -0.7 | -0.2 | 1
COc1ccc(/C=N/N=C2\NC(=O)CS2)cc1 | 4 | 0.5 | 0.7 | -11
O=C(Cn1cnc2c(-c3ccc(F)cc3)csc2c1=O)Nc1ccc(Br)cc1F | 5 | 0.7 | 0.0 | -17

Entries of single compounds, looked up by structure. Screens in order: MITF primary, GPR151 ag, FBW7 activator, TEAD-YAP block
`CCOC(=O)C1=C(c2ccccc2)N=c2s/c(=C\c3ccc(OC)c(OC)c3)c(=O)n2C1c1cccc(OC)c1OC` (stereo unspecified) across the screens: 3, -0.5, 0.1, -4
`Cc1cccc(C(=O)NC(=S)N2CCN(c3ccc([N+](=O)[O-])cc3)CC2)c1` across the screens: -1, 1.0, -0.1, -1
`CN(C)S(=O)(=O)c1ccc(C(=O)OCC(=O)C23CC4CC(CC(C4)C2)C3)cc1` across the screens: 1, 1.7, -0.2, 6

Carrying on.
SMILES | MITF primary | GPR151 ag | FBW7 activator | TEAD-YAP block
CCOc1ccc(-c2nc(CSCC(=O)NC(C)CC)c(C)o2)cc1 (stereo unspecified) | 12 | -0.2 | 0.1 | 12
Cc1c(Cc2ccccc2)sc(NC(=O)c2ccccc2)c1C(N)=O | 3 | 1.2 | -0.2 | 6
Nc1nc(Cl)cc(NCCOc2ccccc2)n1 | 0 | 1.0 | 0.0 | -7
Cc1cccc(C(=O)N/N=C/c2ccc(O)cc2O)c1 | 11 | -1.6 | -1.3 | 19
COc1ccc(Cl)cc1NC(=O)CN1C(=O)C(=O)N(C2CCCC2)C1=O | -4 | 0.6 | 0.0 | 4
Cc1nc2ccccc2n1CCC(=O)N1CCC[C@@H]2CN(CCC(C)C)CC[C@H]21 | -6 | -0.1 | 0.2 | -3
COc1ccc(CN2C(=S)N(C)C(=O)C2CC(=O)Nc2ccccc2Cl)cc1 (stereo unspecified) | 1 | -0.2 | 0.0 | 11
Cc1c(C(=O)NCCC2=CCCCC2)sc2ncn(C)c(=O)c12 | -1 | -1.3 | 0.5 | -74
CN(Cc1ccccc1)S(=O)(=O)c1ccc(N2CCOCC2)c(C(=O)N2CCN(c3ccc([N+](=O)[O-])cc3)CC2)c1 | 14 | 0.2 | 0.7 | 0
CCCCC1(CC)C(=O)NC(=O)N=C1N (stereo unspecified) | 2 | 0.6 | 0.2 | -1
CCOC(=O)C1=C(C)NC(=O)N(C(C)=O)C1c1ccc(OC(C)=O)cc1 (stereo unspecified) | 8 | 0.5 | 0.1 | 2
O=C(Nc1ccc(-c2ccc(Cl)cc2)cc1)C1CC1 | 5 | -0.4 | -0.1 | -86
CCOc1ccccc1NC(=O)c1sc2nc(C)nc(N3CCCCC3C)c2c1C (stereo unspecified) | 16 | -1.2 | 0.3 | 3
CCOC(=O)Cn1nc2c(C)cc3ccc(OC)cc3n2c1=O | 1 | 0.6 | 0.0 | 1
FC(F)(F)Oc1cccc(-c2nccc(Nc3ccc(OCCN4CCCCC4)cc3)n2)c1 | -22 | -1.0 | -0.1 | 18
CCOC(=O)c1c(-c2ccccc2)oc2ccc(OC(C)C(=O)O)cc12 (stereo unspecified) | 1 | 0.4 | -0.1 | 8
COc1ccc(S(=O)(=O)N2N=C(c3c(-c4ccccc4)c4cc(Br)ccc4[nH]c3=O)CC2c2ccccc2)cc1 (stereo unspecified) | -9 | -1.3 | -0.1 | -3
OCC1CCCN1c1nc(NCCc2ccc(O)cc2)c2ncn(-c3ccccc3)c2n1 (stereo unspecified) | 3 | -1.2 | -0.2 | 43*
CC1CCCN(c2nc(-c3ccc(Br)cc3)nc3ccccc23)C1 (stereo unspecified) | -2 | -1.0 | 0.2 | -16
CCC(=O)Nc1ccc2c(c1)CCN2C(=O)C1CCCC1 | 2 | 1.2 | 0.1 | -4
Cc1ccc2cc(C#N)c(NCCNS(=O)(=O)c3ccc4c(c3)OCCO4)nc2c1C | 5 | -0.9 | 0.4 | 5
O=C1CCCC2=C1C(c1ccc([N+](=O)[O-])cc1)CC(=O)N2c1ccc(F)cc1 (stereo unspecified) | -11 | -1.3 | 0.0 | -17
Cn1c(Nc2nccc(Nc3ccc4c(c3)OCO4)n2)nc2ccccc21 | -4 | -2.4 | -0.2 | -45
O=C(CCC1(Cc2ccccc2)CCC(=O)N1)NCCC1=CCCCC1 (stereo unspecified) | 1 | 0.4 | 0.1 | -56
Cc1nnc(NC(=O)c2cccc(C(F)(F)F)c2)s1 | 2 | 1.6 | 0.0 | 2

Laid out differently: results already given
COc1ccc(S(=O)(=O)N2N=C(c3c(-c4ccccc4)c4cc(Br)ccc4[nH]c3=O)CC2c2ccccc2)cc1 (stereo unspecified)
- MITF primary: -9
- GPR151 ag: -1.3
- FBW7 activator: -0.1
- TEAD-YAP block: -3

OCC1CCCN1c1nc(NCCc2ccc(O)cc2)c2ncn(-c3ccccc3)c2n1 (stereo unspecified)
- MITF primary: 3
- GPR151 ag: -1.2
- FBW7 activator: -0.2
- TEAD-YAP block: 43*

CC1CCCN(c2nc(-c3ccc(Br)cc3)nc3ccccc23)C1 (stereo unspecified)
- MITF primary: -2
- GPR151 ag: -1.0
- FBW7 activator: 0.2
- TEAD-YAP block: -16

CCC(=O)Nc1ccc2c(c1)CCN2C(=O)C1CCCC1
- MITF primary: 2
- GPR151 ag: 1.2
- FBW7 activator: 0.1
- TEAD-YAP block: -4

More entries follow:
SMILES | MITF primary | GPR151 ag | FBW7 activator | TEAD-YAP block
CCN(CC)c1ccc(CN2CCc3nnc(C(NS(C)(=O)=O)C(C)C)n3CC2)cc1 (stereo unspecified) | -9 | 0.8 | 0.1 | 6
O=C(Nc1ccccc1)Nc1nc(-c2ccccc2)cs1 | -3 | 1.0 | -0.1 | -29
COc1cc(/C=C2/C(=O)N(C)C(=S)N2C)cc(Cl)c1O | 4 | 1.8 | -0.1 | -5
COc1ccc(CNC(=O)c2oc(=O)c3ccccc3c2-c2ccccc2)cc1 | 0 | -0.5 | -0.1 | -8
Cc1nn(CC(=O)NNC(=S)NCC2CCCO2)c(C)c1Br (stereo unspecified) | -2 | -1.3 | -0.2 | 5
O=C(Cc1c(F)cccc1Cl)NC1=NCCS1 | 8 | 0.2 | -0.1 | -6
Cc1nc(SCC(=O)Nc2nccs2)c2c(C)c(C)sc2n1 | -4 | -1.0 | -0.1 | -1
CCC(=O)Nc1ccc(NC(=S)NC(=O)c2ccccc2[N+](=O)[O-])cc1 | 4 | 0.2 | -0.1 | 2
O=C(NCCCN1CCCC1=O)c1ccc(Sc2cccc(Cl)c2)c([N+](=O)[O-])c1 | -3 | -0.3 | -0.2 | -2
CSCCC(NS(=O)(=O)c1ccc2c3c(cccc13)C(=O)N2)C(=O)O (stereo unspecified) | 12 | 0.0 | -0.1 | 2
Cc1ccccc1C1=N/C(=C\c2c(F)cccc2Cl)C(=O)O1 | -7 | 0.6 | -0.1 | 9
O=C(Cn1c(=O)sc2ccccc21)Nc1ccccc1 | 22 | -1.9 | 0.2 | -5
CC(C)(C)c1nn2cnnc2n(/N=C/c2ccc(Cl)cc2Cl)c1=O | -1 | -0.6 | 0.0 | -5
COc1ccc(C2Oc3ccccc3C3CC(c4ccc(Br)cc4)=NN32)cc1 (stereo unspecified) | -3 | 0.5 | 0.1 | -19
CCOC(=O)c1ccc(NC(=O)CSc2cn(Cc3cccc(F)c3)c3ccccc23)cc1 | -2 | 1.4 | -0.1 | 8
CCOc1cc(C(N)=O)cc(Br)c1OCC | 12 | 3.1 | 0.0 | 12
O=[N+]([O-])c1ccc(S(=O)(=O)N2CCN=C2SCc2cccc([N+](=O)[O-])c2)cc1 | -10 | 1.9 | -0.3 | 0
